Screens as filed in PubChem.
GPR151 activ = human GPR151 activation; Q8TDV0; PathHunter beta-arrestin GPR151 cells, luminescence; activation, % at 11.2 µM; 1% of 650,000 active; AID 1508602; in the data active = activation above about 4.9%;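 note: 0% = median of compound wells and 100% = cells with positive control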
Target sequence (Q8TDV0 whole entry, looked up): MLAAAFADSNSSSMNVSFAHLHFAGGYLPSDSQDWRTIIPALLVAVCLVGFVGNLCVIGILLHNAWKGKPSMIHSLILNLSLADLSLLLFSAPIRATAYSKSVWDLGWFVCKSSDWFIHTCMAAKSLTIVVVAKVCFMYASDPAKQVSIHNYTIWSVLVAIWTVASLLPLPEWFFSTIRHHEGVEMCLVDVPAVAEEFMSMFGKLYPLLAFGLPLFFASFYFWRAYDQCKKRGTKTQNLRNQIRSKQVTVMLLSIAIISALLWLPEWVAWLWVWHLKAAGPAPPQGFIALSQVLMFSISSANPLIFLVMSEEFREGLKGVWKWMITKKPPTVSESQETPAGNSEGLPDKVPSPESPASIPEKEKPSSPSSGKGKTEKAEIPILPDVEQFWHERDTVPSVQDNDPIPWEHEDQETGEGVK
FBW7 activator = human FBW7 E3 ligase activation, primary screen | AID 1259310 | AlphaScreen FBW7–phospho-cyclin E peptide binding, activator screen | Q969H0 | normalized activity (activation), % at 26.1 µM | 0.13% of 650,000 active; in the data active = normalized activity above about 1.9%;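 note: purified mutant Fbw7 with reduced substrate affinity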
TEAD-YAP block = TEAD-YAP interaction inhibition; HEK-TIYL cells, TEAD-Gal4/YAP UAS-luciferase luminescence; inhibition, % at 9.12 µM; 1.4% of 640,000 active; AID 1259422; in the data active = inhibition above about 32%;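 note: 0% = median of test compound wells and 100% = reference inhibitor wells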
MITF inh = human MITF inhibition, primary screen; O75030; AlphaScreen MITF homodimerization, bead proximity signal; inhibition, % at 2.6 µM; 0.91% of 650,000 active; in the data active = inhibition above about 50%;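 note: 0% = vehicle wells with protein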
The depositor's hits bear a star; · = not tested or not shown; & = joins results of further samples.

SMILES	GPR151 activ	FBW7 activator	TEAD-YAP block	MITF inh
N=C1C(c2nc(-c3ccc(Cl)cc3)cs2)=C(O)CN1c1ccc2c(c1)OCCO2	-0.4	0.2	-36	4
O=C(CSc1ncc(-c2ccccc2)nn1)c1ccccc1	-0.5	-0.1	-42	-3
Cc1cccc(NC(=O)C(=O)NCC(O)c2ccccc2)c1 (centres undefined)	-1.0	-0.1	-37	-1
COc1ccc(C)cc1S(=O)(=O)Nc1ccc(-c2ccc(N3CCCCCC3)nn2)cc1	2.2	-0.1	-9	-7
CC1CC(C)CN(CC(O)COCc2ccc(Cl)cc2)C1 (centres undefined)	-0.5	-0.1	-2	-1
COc1ccc(N(CC(=O)Nc2ccc(Cl)cc2)S(=O)(=O)c2c(C)noc2C)cc1	0.4	-0.2	1	-1
c1ccc2[nH]c(CCn3c4c(c5ccccc53)CCCC4)nc2c1	-1.0	0.5	3	5
COc1ccc(NCc2ccc([N+](=O)[O-])s2)cc1	2.5	-0.3	-4	8
O=C(COc1ccccc1/C=C1/NC(=O)N(Cc2ccccc2F)C1=O)Nc1ccccc1	0.8	-0.1	7	3
Nc1nncn1C(=O)COc1ccc2ccccc2c1Br	3.2	-0.3	-25	10
Cc1sc2ncn(CC(=O)NCCCN3CCN(c4cccc(Cl)c4)CC3)c(=O)c2c1S(=O)(=O)N1CCCCC1	0.0	0.7	12	8
O=C(c1ccc2c(c1)ncn2-c1ccc(F)cc1F)N1CCOCC1	0.1	0.3	-58	18
O=C(Nc1ccccc1C(=O)O)c1ccc(Br)c(S(=O)(=O)Nc2ccc(Br)cc2)c1	2.1	-0.1	-5	-3
CCN(C(=S)NC(=O)C1CC1)C1CCCCC1	0.2	0.1	5	-4
CC(C)(C)c1nc2ccccc2c2nn(CC(=O)N3CCCC3)c(=O)n12	0.6	0.0	3	14
CC1CCCCC1NC(=O)CCCn1c(=S)[nH]c2ccccc2c1=O (centres undefined)	0.9	0.1	-5	6
O=C(COC(=O)Cc1ccccc1)NC(=O)Nc1ccc2c(c1)OCCO2	1.7	0.0	-10	-5
Cc1c(C(=O)Nc2ccc(-c3nc4ccccc4s3)cc2)oc2ccccc12	-0.1	0.1	-45	14
COc1cccc(NC(=O)c2ccc(F)c(S(=O)(=O)N3CCN(c4ccc(F)cc4)CC3)c2)c1	-0.1	0.0	10	9
CSc1ncc(Cl)c(C(=O)N2CCN(Cc3ccccc3)CC2)n1	-1.4	-0.1	-5	1
CCOc1cc(C=O)cc(Br)c1OS(=O)(=O)c1ccc(NC(C)=O)cc1	0.1	0.0	5	10
COc1ccc(-n2nnc3c(SC(C)c4ccccc4)ncnc32)cc1 (centres undefined)	1.6	0.0	13	-18
CC1=C(C(=O)N2CCOCC2)C(c2cccc([N+](=O)[O-])c2)C2=C(CCCC2=O)N1 (centres undefined)	2.5	0.1	-2	-1
COc1ccc(NC(=O)CCNS(=O)(=O)c2ccc3c(c2)oc(=O)n3C)cc1	0.9	-0.2	0	-5
COc1ccc(-c2nc(-c3ccc(-c4ccccc4)cc3)c(-c3ccc(-c4ccccc4)cc3)[nH]2)cc1OC	0.2	-0.1	3	11
CCCCNC(=O)c1cc(S(=O)(=O)N2CCc3ccccc32)ccc1F	0.4	0.1	-4	-5
COc1ccccc1NC(=O)Cn1nnc(-c2ccccc2NC(=O)c2ccccc2C)n1	0.2	-0.2	-11	33
CCCc1cc(=O)oc2cc(OC(C)C(=O)OC)ccc12 (centres undefined)	0.1	0.2	5	18
CCNC(=S)N1CCn2cccc2C1c1cccc([N+](=O)[O-])c1 (centres undefined)	-0.5	0.0	4	12
O=C(NCc1ccccc1)c1csc(NCCN2CCOCC2)n1	-1.9	0.4	6	20
CCOc1ccccc1N1CCN(CC(O)COCc2ccccc2OC)CC1 (centres undefined)	1.1	-0.2	0	74*
CS(=O)(=O)NCC(c1cccs1)N1CCc2ccccc21 (centres undefined)	-1.1	0.0	-1	5
O=C(CN1CCN(Cc2cccc(Cl)c2)C1=O)N1CCC(Cc2ccccc2)CC1	1.0	0.3	6	1
CN(C)c1ccc(C(=O)N(Cc2ccccc2)c2ccccn2)cc1	0.2	-0.1	1	-1
O=C1OC(c2cccc(Br)c2)=N/C1=C\c1cccc(Cl)c1Cl	-0.8	0.5	1	13
Cc1cccc(C(=O)O)c1O	-0.6	0.1	10	21
CCC1(CCC(=O)NC(c2ccccn2)C(F)(F)F)CCC(=O)N1 (centres undefined)	-0.5	-0.1	7	2
Cc1ccc(NC(=O)/C=N/OCC(=O)N2CCN(C(=O)c3ccco3)CC2)cc1	-2.0	0.1	-3	-3
COc1ccccc1N1CCN(C(=O)c2ccc3c(c2)NC(=O)C(CSCc2ccccc2C)N3)CC1 (centres undefined)	1.2	-0.3	1	-2
O=C1NCCCC1C(=O)N1CCc2ccccc21 (centres undefined)	1.3	1.0	-4	21
CC(C)CCN1CCc2nc(-c3ccccc3)[nH]c(=O)c2C1	-0.2	-0.1	5	-7
OCCC1CCCCN1c1ccnc2c(-c3ccoc3)cnn12 (centres undefined)	0.9	0.4	-9	-3
O=C(CCCC(=O)c1ccccc1)NCCc1cccc(F)c1	3.1	-0.1	-1	8
CC(C)Cc1nc2sc3c(NCCO)ncnc3c2c2c1COC(C)(C)C2	-0.6	-0.1	-19	-8
CCC(C(=O)Nc1cccc(OC)c1)n1c(C(=O)OC)cc2ccsc21 (centres undefined)	1.5	-0.2	-4	-6
CCOc1ccccc1C(=O)Nc1cc(F)cc(F)c1	0.2	0.0	6	-7
COc1ccc(-c2cc(C(=O)Nc3ccc(C(N)=O)cc3)c3ccccc3n2)cc1	1.9	0.1	-60	-171
Cc1cc(C)n2nc(SCC(=O)Nc3ccccc3C(F)(F)F)nc2n1	-0.3	0.0	12	-1

2 successive records out of the list so far:
SMILES	GPR151 activ	FBW7 activator	TEAD-YAP block	MITF inh
O=C1NCCCC1C(=O)N1CCc2ccccc21 (centres undefined)	1.3	1.0	-4	21
CC(C)CCN1CCc2nc(-c3ccccc3)[nH]c(=O)c2C1	-0.2	-0.1	5	-7

The listing continues.
SMILES	GPR151 activ	FBW7 activator	TEAD-YAP block	MITF inh
CCOC(=O)CSc1nc2c(c(=O)n1-c1cccc(OC)c1)C1(CCCCC1)Cc1ccccc1-2	0.6	0.2	-9	-20
CCN(CCC#N)c1ccc(N2C(=O)CCCC2=O)cc1[N+](=O)[O-]	0.2	0.9	-11	15
Cc1c(NC(=O)C23CC4CC(CC(Br)(C4)C2)C3)c(=O)n(-c2ccccc2)n1C	0.4	0.7	2	-5
CCC(=O)NC1CCc2cccc(OC)c2C1 (centres undefined)	-0.1	0.2	·	15
Cc1ccc(NC(=O)c2ccccc2C)cc1F	-0.6	-0.2	-42	-7
C[N+](C)(C)CCCCCCCCCC[N+](C)(C)C	0.9&3.8	0.3&0.1	-13	24&-5
O=C(NCCN1CCOCC1)C(=O)Nc1ccc(F)cc1F	-0.7	-0.1	-3	5
CC(C)=NNC(=O)C(Cc1ccccc1)NC(=O)c1ccccc1 (centres undefined)	-0.3	0.6	1	0
C=CCOC(=O)C1=C(C)Nc2c(c(=O)n(C)c(=O)n2C)C1c1ccc(OCC)c(OC)c1 (centres undefined)	-0.9	-0.2	-13	1
Cc1nc(-c2ccccc2)sc1C(=O)Nc1ccccc1	-0.5	0.2	-11	11
Cn1c2ccccc2c2nnc(SCC(=O)Nc3ccc(OC(F)(F)F)cc3)nc21	1.4	0.2	8	-2
C=CCn1c(SCC(=O)NC(C)(C)C)nnc1-c1ccccc1O	2.0	-0.2	-11	-9
NS(=O)(=O)c1ccc(NC(=O)c2ccc(-c3cccc(Cl)c3)o2)cc1	-0.3	-0.2	-8	-1
CC(=O)N1C(C(=O)O)Cc2c([nH]c3ccccc23)C1(C)C (centres undefined)	0.1	0.2	7	8
CCCN1Cc2cccc(C(=O)NC(Cc3ccccc3)C(=O)OCC)c2C1=O (centres undefined)	-0.9	0.1	-5	7
C[N+](C)(CCN1C(=O)C2C(c3ccccc3)C=CC(c3ccccc3)C2C1=O)CC(=O)O (centres undefined)	0.6	0.0	0	-2
O=[N+]([O-])c1c(Nc2ccc(Br)cc2)cc(N2CCOCC2)c2nonc12	-0.6	0.2	5	3
Nc1nc2c(F)c(F)c(F)cc2s1	2.9	0.9	-4	-6
COc1ccc(Cl)cc1NC(=O)c1cc(S(=O)(=O)N2CCN(c3ccccc3F)CC2)ccc1F	-0.2	0.0	12	13
COC(=O)c1ccc(COC(=O)c2cc(Br)ccc2O)cc1	-0.5	-0.1	-13	-12
O=C(CSc1nnc2n(-c3ccccc3)c(=O)c3ccccc3n12)NCc1cccs1	-0.9	0.1	16	10
Cn1cc(CN2CCOc3ccc(CN4CCc5ccccc5C4)cc3C2)cn1	-1.7	0.1	-2	19
COC(=O)c1ccccc1NC(=O)c1ccc2c(c1)OCCO2	-0.8	-0.1	-1	3
CC1(C)CC(=O)C(C(C2=C(O)CC(C)(C)CC2=O)c2cccc(O)c2)C(=O)C1 (centres undefined)	-0.5	-0.1	-12	-8
COc1cccc(N2C(=O)/C(=C/c3ccc(-c4ccc(Br)cc4)o3)C=C2c2ccccc2)c1	0.9	0.1	-13	4
COC(=O)c1ccc(NC(=O)Nc2ccc(Cl)c(Cl)c2)cc1	0.1	0.0	3	-4
CC1CCC2C(=O)N(c3ccccc3O)C(=O)C2C1 (centres undefined)	1.1	0.0	-5	-20
Cc1ccc(Cn2c(=N)n(CC(=O)c3ccco3)c3ccccc32)cc1	-0.6	-0.1	10	-4
COc1ccc(Nc2nc(-c3cc4cc(OC)ccc4oc3=O)cs2)c(OC)c1	-0.3	0.0	-7	-129
Cc1ccc(C(=O)OCC(=O)c2ccc([N+](=O)[O-])cc2)cc1	-1.5	-0.3	-9	4
CCOC(=O)OC[C@H]1O[C@H](c2ccccc2)C=C[C@@H]1OC(=O)OCC	-1.1	0.3	·	6

Entries shown so far containing a Cl atom:
SMILES	GPR151 activ	FBW7 activator	TEAD-YAP block	MITF inh
N=C1C(c2nc(-c3ccc(Cl)cc3)cs2)=C(O)CN1c1ccc2c(c1)OCCO2	-0.4	0.2	-36	4
CC1CC(C)CN(CC(O)COCc2ccc(Cl)cc2)C1 (centres undefined)	-0.5	-0.1	-2	-1
COc1ccc(N(CC(=O)Nc2ccc(Cl)cc2)S(=O)(=O)c2c(C)noc2C)cc1	0.4	-0.2	1	-1
Cc1sc2ncn(CC(=O)NCCCN3CCN(c4cccc(Cl)c4)CC3)c(=O)c2c1S(=O)(=O)N1CCCCC1	0.0	0.7	12	8
CSc1ncc(Cl)c(C(=O)N2CCN(Cc3ccccc3)CC2)n1	-1.4	-0.1	-5	1
O=C(CN1CCN(Cc2cccc(Cl)c2)C1=O)N1CCC(Cc2ccccc2)CC1	1.0	0.3	6	1
O=C1OC(c2cccc(Br)c2)=N/C1=C\c1cccc(Cl)c1Cl	-0.8	0.5	1	13
NS(=O)(=O)c1ccc(NC(=O)c2ccc(-c3cccc(Cl)c3)o2)cc1	-0.3	-0.2	-8	-1
COc1ccc(Cl)cc1NC(=O)c1cc(S(=O)(=O)N2CCN(c3ccccc3F)CC2)ccc1F	-0.2	0.0	12	13
COC(=O)c1ccc(NC(=O)Nc2ccc(Cl)c(Cl)c2)cc1	0.1	0.0	3	-4
